IEC-6 cytotox – kills IEC-6 intestinal cells in KLF5 counter-screen; 290,000 compounds, 0.78% hits; AID 1825; inhibition, % at 5 µM; IEC-6 cytotoxicity, luminescence viability; in the data active = inhibition above about 22%;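 also: 0% = plate median of test compound wells and 100% = cytotoxic reference compound wells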
TRPC4 act – activators of mouse TRPC4 channel; 310,000 compounds, 0.49% hits; AID 2237; B-score at 10 µM; HEK293 TRPC4beta/mu-opioid, Fluo4 calcium fluorescence; active compounds read high;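 active = B-score above 5 SD of library B-scores, and initial fluorescence ratio not above library mean plus 5 SD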;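 also: positive B-score marks a calcium rise read as TRPC4 activation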
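System – HEK293 cells stably co-expressing mouse TRPC4beta and mu-opioid receptor · Signal – Fluo4 calcium-sensitive dye fluorescence, kinetic, 1 Hz baseline · Benchmarks – buffer (low) and maximal DAMGO (high) · Read-out – B score of integrated fluorescence ratio per well · Incubation – dye loading 45 min room temperature, 110 s kinetic read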
TRPC6 inhibitor – inhibitors of mouse TRPC6 channel | HEK293-TRPC6, membrane potential dye, ACh-evoked depolarization; active compounds read low | Q61143 | B-score at 10 µM | AID 2553 | 310,000 compounds, 1.1% hits;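 active = B-score under library mean minus 3 SD, initial fluorescence not abnormally high, positive integrated signal ratio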;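 also: B-score derived from integrated fluorescence ratio over the kinetic read; more negative B-score means stronger inhibition of depolarization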
Target sequence (Q61143 whole entry, looked up): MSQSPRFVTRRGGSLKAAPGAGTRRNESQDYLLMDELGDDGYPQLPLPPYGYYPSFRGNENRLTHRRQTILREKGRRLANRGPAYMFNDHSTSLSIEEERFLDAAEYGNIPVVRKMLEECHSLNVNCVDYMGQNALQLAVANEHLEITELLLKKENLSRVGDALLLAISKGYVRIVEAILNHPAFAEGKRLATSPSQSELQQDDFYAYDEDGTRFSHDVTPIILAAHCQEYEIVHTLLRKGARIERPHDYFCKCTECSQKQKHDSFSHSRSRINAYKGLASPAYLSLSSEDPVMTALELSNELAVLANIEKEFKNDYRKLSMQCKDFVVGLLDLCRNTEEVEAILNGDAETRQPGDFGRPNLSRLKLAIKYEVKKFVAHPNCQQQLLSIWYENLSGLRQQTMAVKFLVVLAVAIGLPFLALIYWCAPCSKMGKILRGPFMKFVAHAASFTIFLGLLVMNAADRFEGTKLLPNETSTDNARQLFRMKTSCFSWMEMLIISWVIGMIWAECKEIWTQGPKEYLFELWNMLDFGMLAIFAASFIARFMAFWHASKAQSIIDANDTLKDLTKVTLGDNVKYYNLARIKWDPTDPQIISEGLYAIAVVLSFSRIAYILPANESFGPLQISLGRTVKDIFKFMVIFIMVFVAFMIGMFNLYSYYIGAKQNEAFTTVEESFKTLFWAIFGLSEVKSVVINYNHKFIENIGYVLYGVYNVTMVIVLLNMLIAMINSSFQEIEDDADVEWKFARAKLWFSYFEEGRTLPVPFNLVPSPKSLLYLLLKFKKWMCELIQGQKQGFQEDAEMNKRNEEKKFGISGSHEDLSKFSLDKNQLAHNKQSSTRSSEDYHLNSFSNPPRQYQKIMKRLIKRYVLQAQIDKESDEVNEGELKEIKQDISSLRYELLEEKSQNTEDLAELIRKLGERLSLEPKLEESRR
HIF activator – HIF pathway transcriptional activation; U2OS HRE-luciferase reporter, luminescence; normalized: DMSO 0%, desferrioxamine 100%; activation, % at 7.5 µM (by protocol); 300,000 compounds, 0.32% hits; AID 1910;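 active = mean activation of at least 10% of the iron chelator positive control signal, with at least half of replicates also reaching 10%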
TRPC6 act – mouse TRPC6 channel activation; 310,000 compounds, 0.13% hits; AID 2550; HEK293-TRPC6 membrane potential dye fluorescence; active compounds read high; B-score at 10 µM; Q61143;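 active = B-score of the integrated fluorescence ratio above library mean plus 3 SD, and starting fluorescence ratio within library mean plus 5 SD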;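 also: higher score means more depolarization so channel activation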
aSyn 5UTR inh – 5' untranslated region of α-synuclein, MLPCN primary screen; alpha-synuclein 5'UTR reporter, inhibitor activity; inhibition, % (tested at 7.5 µM); 300,000 compounds, 0.82% hits; AID 1813; in the data active = inhibition above about 60%;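 also: H4 neuroglioblastoma cells stably carrying SNCA 5'UTR luciferase fusion; 0% = DMSO wells and 100% = positive control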
KLF5 inh – kruppel-like factor 5 inhibition. DLD-1 KLF5 promoter-luciferase reporter, luminescence. inhibition, % at 5 µM. 290,000 compounds, 0.23% hits. AID 1700;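 active = inhibition above a per-plate limit of that plate's mean compound inhibition plus 3 SD, cut at about 60% in these data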;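 also: 0% = DMSO wells and 100% = LY294002 at 200 µM; higher means less KLF5 promoter-driven luciferase light; inactives centre near -14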
TRPC4 inh – blocks the mouse TRPC4 cation channel; Q9QUQ5; HEK293 TRPC4beta/mu-opioid, DAMGO-evoked Fluo4 calcium flux; active compounds read low; B-score at 10 µM; 300,000 compounds, 0.39% hits; AID 2247;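 active = B-score over 3 SD under the library average, no early fluorescence shift, positive overall ratio signal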
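Material: HEK293 cells with stable TRPC4beta plus mu-opioid receptor expression; probe or stimulus: DAMGO in two steps, submaximal then maximal; technique: Fluo4 calcium fluorescence by kinetic imaging, 5 s 1 Hz baseline; measure: integrated fluorescence ratio relative to baseline, converted to per-well B score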
MrgX1 antag – antagonists of human MrgX1 receptor; Q96LB2; MRGX1-HEK293 calcium flux, Fluo-4, BAM8-22 antagonism; active compounds read low; B-score at 10 µM; 310,000 compounds, 1.3% hits; AID 588676;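 active = calcium-response B-score plate-corrected more than 3 library SD below zero, starting fluorescence within 5 deviations, no agonist response on first addition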;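 also: peak minus trough fluorescence over baseline after final BAM8-22 challenge near maximal dose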
SKKanGAS inh – SKKanGAS growth inhibition; S. pyogenes SKKanGAS, kanamycin growth, BacTiter-Glo, 6 h; inhibition, % at 7.5 µM; 300,000 compounds, 1.3% hits;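 active = mean replicate score, as percent of positive control median, at least 50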;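 also: strain carries kanamycin resistance gene driven by streptokinase promoter and grows in 40 µg/ml kanamycin; loss of luminescence reflects streptokinase promoter inhibition or plain growth inhibition; 0% = median of DMSO wells and 100% = positive control at its reference dose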
TRPC4 potent – TRPC4 (mouse) allosteric potentiation; AID 2227; 310,000 compounds, 0.42% hits; HEK293 TRPC4beta/mu-opioid, DAMGO EC20, Fluo-4 Ca2+ flux; active compounds read high; B-score at 10 µM;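 active = B-score of calcium response area above 5 SD of library B-scores, with initial fluorescence ratio within 5 SD of library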;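 also: B-score of integrated fluorescence ratio over time as area under calcium response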
An asterisk follows results filed as active; i = inactive; · = no result given. An unsorted share of the library, and some 5.8% of all compounds hit somewhere here.

SMILES	IEC-6 cytotox	TRPC4 act	TRPC6 inhibitor	HIF activator	TRPC6 act	aSyn 5UTR inh	KLF5 inh	TRPC4 inh	MrgX1 antag	SKKanGAS inh	TRPC4 potent
COc1ccc(N(CC(=O)Nc2cc(Cl)ccc2C)S(=O)(=O)c2c(C)n[nH]c2C)cc1	38*	i	i	1.0	i	10	22	i	i	-1	i
COc1ccc(-c2nn(-c3ccccc3F)cc2CNCCn2nc(C)cc2C)cc1	4	i	i	-0.3	i	-2	-10	i	i	45	i
COc1ccc(OC)c(NC(=O)c2cc3sccc3n2C)c1	-2	i	i	0.1	i	-93	-27	i	i	-3	i
CC(=O)c1ccc(C(=O)NC2CC(C)(C)Cc3c2cnn3-c2ccccc2)cc1 (stereo not drawn)	9	i	i	0.5	i	10	-3	i	i	7	i
CN(CCC1CCOCC1)C(=O)c1cc(COc2c(F)cccc2F)on1	3	i	i	1.3	i	4	-16	i	i	1	i
O=C(O)c1ccc(COc2ccc3ccccc3c2)o1	3	i	i	·	i	-157	-120	i	i	2	i
CC1(C)C(c2ccccc2)=[N+]([O-])C2(CCCCC2=O)N1O (stereo not drawn)	-9	i	i	0.6	i	-9	-35	i	i	0	i
CNc1ccc(C(O)(C(F)(F)F)C(F)(F)F)cc1C(O)(C(F)(F)F)C(F)(F)F	-4	i	i	0.0	i	8	-21	i	i	9	i
CCCn1nnnc1NC(=O)CSc1ccc(Cl)cc1	0	i	i	0.6	i	10	-11	i	i	11	i
Cc1cc(C(=O)NNc2cc(Cl)ccc2Cl)no1	5	i	i	-0.1	i	12	16	i	i	-3	i
CCN1C(=O)C(CC(=O)N2CCN(C(c3ccccc3)c3ccccc3)CC2)N(CC)C1=O (stereo not drawn)	6	i	i	0.3	i	14	7	i	i	3	i
CCCCCNS(=O)(=O)c1cc2c3c(c1)CCC(=O)N3CCC2	-3	i	i	-0.2	i	17	-30	i	i	-1	i
Cc1cc(C)cc(NC(=S)NCc2ccc3[nH]c4c(c3c2)CCCC4)c1	2	i	i	-0.5	i	40	8	i	i	18	i
COc1ccc(-c2c(C)nc(N)nc2-c2ccc(OC)cc2O)cc1	-2	i	i	0.1	i	7	-18	i	i	-7	i
N#CC(C(=O)c1ccco1)c1ccccn1 (stereo not drawn)	1	i	i	1.6	i	·	-16	i	i	-11	i
CCNS(=O)(=O)c1ccc(CCC(=O)O)cc1	-3	i	i	-0.4	i	-10	-8	i	i	-1	i
CC(NC(=O)C12CC3CC(CC(C3)C1)C2)c1ccc(F)cc1 (stereo not drawn)	5	i	i	-19	i	11	20	i	i	2	i
Cc1noc(C)c1COc1cccc(C(=O)N2CCN(C/C=C/c3ccccc3)CC2)c1	-2	i	i	-0.5	i	44	-53	i	i	2	i
O=C(Nc1ccc(F)cc1)c1ccccc1F	6	i	i	·	i	-135	-66	i	i	-1	i
COc1ccc(OCC(=O)Nc2ccc3c(c2)nc(CCN2CCOCC2)n3C)cc1	8	i	i	-0.2	i	29	-24	i	i	-1	i
CCCOc1ccc(C(=O)C(CN2CCCC2)c2ccccc2)cc1 (stereo not drawn)	6	i	i	-4.4	i	-47	-30	i	i	-2	i
CCC1CCCCN1S(=O)(=O)c1ccc(S(=O)(=O)N(Cc2ccccn2)CC2CCCO2)cc1 (stereo not drawn)	8	i	i	0.4	i	34	23	i	i	-6	i
COc1ccc(CN2C(=O)c3cccnc3C2=O)cc1S(=O)(=O)NC1CCCCC1C (stereo not drawn)	-4	i	i	0.1	i	-6	-11	i	i	-1	i
O=C(CSc1nnc(Cc2ccccc2)o1)NCCN1C(=O)CSC1=O	5	i	i	-1.3	i	-8	-9	i	i	-7	i
Cc1nn(Cc2ccccc2)c2c1C(c1ccco1)C(C#N)=C(N)O2 (stereo not drawn)	-4	i	i	-0.2	i	-23	-35	i	i	2	i

Continued; the last two above are carried over.
SMILES	IEC-6 cytotox	TRPC4 act	TRPC6 inhibitor	HIF activator	TRPC6 act	aSyn 5UTR inh	KLF5 inh	TRPC4 inh	MrgX1 antag	SKKanGAS inh	TRPC4 potent
O=C(CSc1nnc(Cc2ccccc2)o1)NCCN1C(=O)CSC1=O	5	i	i	-1.3	i	-8	-9	i	i	-7	i
Cc1nn(Cc2ccccc2)c2c1C(c1ccco1)C(C#N)=C(N)O2 (stereo not drawn)	-4	i	i	-0.2	i	-23	-35	i	i	2	i
O=C(c1ccc(NC2=NC3CS(=O)(=O)CC3S2)cc1)N(CCO)Cc1ccccc1 (stereo not drawn)	1	i	i	1.4	i	-32	-12	i	i	-1	i
Nc1c(C(=O)N/N=C/c2ccccc2)cnn1-c1ccccc1	4	i	i	3.6	i	-108	-127	i	i	-2	i
COc1ccccc1NC(=O)CSc1nnnn1C	3	i	i	0.1	i	-15	-51	i	i	-2	i
CC(=O)c1c(C(C)=O)c(C)n(-c2ccc(N)c(C)c2)c1C	1	i	i	-2.7	i	-24	-7	i	i	7	i
Nn1c(SCC(=O)Nc2ccc3c(c2)OCO3)nnc1C(F)(F)F	1	i	i	-0.1	i	-6	-6	i	i	0	i
CCOc1cc(N2CCOCC2)c(OCC)cc1NC(=O)COC(=O)c1cccc2ccccc12	-3	i	i	0.1	i	14	-6	i	i	7	i
OC(c1ccccc1)(c1ccccc1)c1ccn[nH]1	·	i	i	-0.9	i	2	·	i	i	3	i
CSc1ccc(/C=C(/NC(=O)c2ccccc2)C(=O)NCCN2CCOCC2)cc1	0	i	i	-0.4	i	-5	-8	i	i	21	i
COc1ccc(C(=O)NC2CCCc3ccccc32)cc1[N+](=O)[O-] (stereo not drawn)	36*	i	i	1.7	i	22	19	i	i	4	i
COc1cc(OC)cc(C(=O)NCCCN2CCOCC2)c1	2	i	i	-0.4	i	-2	-34	i	i	1	i
COc1cccc(NC(=S)N/N=C2\CC3CCC2(C)C3(C)C)c1 (stereo not drawn)	-3	i	i	2.9	i	-78	-47	·	i	28	i
COc1ccc(NC2=CC(=O)CC(c3ccccc3)C2)cc1 (stereo not drawn)	-2	i	i	0.1	i	-2	0	i	i	2	i
CN(C)N1C(N)=C(C#N)C(c2ccc(F)cc2)C2=C1CC(C)(C)CC2=O (stereo not drawn)	1	i	i	-0.6	i	16	-1	i	i	0	i
O=C(Nc1ccc(Oc2cccnc2)cc1)C1CCN(Cc2cccc(Cl)c2)CC1	-2	i	i	0.6	i	19	-30	i	i	-3	i
O=C(O)c1cccnc1Br	-6	i	i	-0.2	i	-21	-39	i	i	3	i
CCOC(=O)Cc1csc(NS(=O)(=O)c2ccccc2)n1	8	i	i	0.6	i	21	-1	i	i	-1	i
CC1(C)CC(=O)c2cn3c(nc2C1)nc1ccccc13	-3	i	i	0.3	i	35	-22	i	i	-3	i
COC(=O)C(C(=O)OC)c1ccc(N)cc1	-1	i	i	-0.1	i	25	-32	i	i	-3	i
O=C(CCNS(=O)(=O)c1ccccc1)N1CCN(c2ccccc2F)CC1	-2	i	i	0.3	i	5	-14	i	i	0	i
CCCCn1c(-c2csc(C(C)C)c2)n[nH]c1=S	-4	i	i	0.2	i	16	-7	i	i	-7	i
Cc1cc(C)cc(Oc2ccccc2/C=N\O)c1	3	i	i	-0.7	i	22	6	i	i	4	i
COC(c1ccccc1)c1nnc(CCC(=O)NCCC(C)C)o1 (stereo not drawn)	-9	i	i	0.3	i	-14	-34	i	i	2	i
CCCCCCN=C(C)c1ccccc1O	0	i	i	-0.3	i	-11	-27	i	i	3	i
CCC1Oc2ccc(C)cc2N(CC(=O)NCCC2=CCCCC2)C1=O (stereo not drawn)	1	i	i	0.1	i	-4	-14	i	i	7	i
C=C(C)c1ccc(C(C)(C)NC(=O)N2CCN(C)CC2)cc1	3	i	i	0.0	i	-1	0	i	i	-2	i
N/C(=N\OC(=O)Nc1cccc(C(F)(F)F)c1)c1ccno1	-10	i	i	1.1	i	-7	-13	i	i	4	i
O=S(=O)(c1cccc(S(=O)(=O)N2CCC(n3nnc4ccccc43)CC2)c1)N1CCCCC1	2	i	i	0.5	i	9	-9	i	i	1	i
CCC(=O)Nc1nc(C)nc(C)c1C(C)=O	-1	i	i	-0.4	i	0	-9	i	i	1	i

Laid out differently: entries from further up
compound | IEC-6 cytotox | TRPC4 act | TRPC6 inhibitor | HIF activator | TRPC6 act | aSyn 5UTR inh | KLF5 inh | TRPC4 inh | MrgX1 antag | SKKanGAS inh | TRPC4 potent
COC(=O)C(C(=O)OC)c1ccc(N)cc1 | -1 | i | i | -0.1 | i | 25 | -32 | i | i | -3 | i
O=C(CCNS(=O)(=O)c1ccccc1)N1CCN(c2ccccc2F)CC1 | -2 | i | i | 0.3 | i | 5 | -14 | i | i | 0 | i
CCCCn1c(-c2csc(C(C)C)c2)n[nH]c1=S | -4 | i | i | 0.2 | i | 16 | -7 | i | i | -7 | i
Cc1cc(C)cc(Oc2ccccc2/C=N\O)c1 | 3 | i | i | -0.7 | i | 22 | 6 | i | i | 4 | i
COC(c1ccccc1)c1nnc(CCC(=O)NCCC(C)C)o1 (stereo not drawn) | -9 | i | i | 0.3 | i | -14 | -34 | i | i | 2 | i
CCCCCCN=C(C)c1ccccc1O | 0 | i | i | -0.3 | i | -11 | -27 | i | i | 3 | i
CCC1Oc2ccc(C)cc2N(CC(=O)NCCC2=CCCCC2)C1=O (stereo not drawn) | 1 | i | i | 0.1 | i | -4 | -14 | i | i | 7 | i
C=C(C)c1ccc(C(C)(C)NC(=O)N2CCN(C)CC2)cc1 | 3 | i | i | 0.0 | i | -1 | 0 | i | i | -2 | i
N/C(=N\OC(=O)Nc1cccc(C(F)(F)F)c1)c1ccno1 | -10 | i | i | 1.1 | i | -7 | -13 | i | i | 4 | i
O=S(=O)(c1cccc(S(=O)(=O)N2CCC(n3nnc4ccccc43)CC2)c1)N1CCCCC1 | 2 | i | i | 0.5 | i | 9 | -9 | i | i | 1 | i
CCC(=O)Nc1nc(C)nc(C)c1C(C)=O | -1 | i | i | -0.4 | i | 0 | -9 | i | i | 1 | i

High-throughput results deposited in PubChem BioAssay by several laboratories.
